M5 PAM: human M5 muscarinic receptor positive allosteric modulators, primary screen, CHO-K1 cells, Fluo-8 calcium fluorescence. CHO-K1 hM5, ACh EC20 PAM; 0% = ACh EC20, 100% = ACh EC100. Muscarinic acetylcholine receptor M5 (Homo sapiens), P08912. 360,000 tested, 0.3% active. activation, % at 3 µM;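 active = activation above the run cutoff, the mean activation of all test compounds plus 3 SD, cut at about 18% in these data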
Target sequence (P08912 whole entry, looked up): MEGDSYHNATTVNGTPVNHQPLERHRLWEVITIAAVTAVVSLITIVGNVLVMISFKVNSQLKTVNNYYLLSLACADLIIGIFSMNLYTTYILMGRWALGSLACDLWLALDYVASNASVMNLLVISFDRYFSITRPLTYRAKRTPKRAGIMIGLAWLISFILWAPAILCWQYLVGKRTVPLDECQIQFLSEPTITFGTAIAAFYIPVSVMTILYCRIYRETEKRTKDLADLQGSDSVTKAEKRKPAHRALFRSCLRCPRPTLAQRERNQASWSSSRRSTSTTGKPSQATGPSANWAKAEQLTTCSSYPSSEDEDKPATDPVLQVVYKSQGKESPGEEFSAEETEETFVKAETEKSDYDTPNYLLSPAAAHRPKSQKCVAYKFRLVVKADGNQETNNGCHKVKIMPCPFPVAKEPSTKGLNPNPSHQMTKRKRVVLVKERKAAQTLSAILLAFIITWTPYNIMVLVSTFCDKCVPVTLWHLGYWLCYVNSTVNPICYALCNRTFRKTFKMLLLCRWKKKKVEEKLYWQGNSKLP
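System: CHO-K1 cell line with stable human muscarinic M5 receptor expression | Also added: EC20 acetylcholine as agonist stimulus | Compound: One concentration, 3 µM final (nominal) | Timing: Fluo-8 loading 80 min at 37 °C plus 30 min room temperature | Measured by: Fluo-8 calcium dye fluorescence, kinetic read | Read-out basis: % activation, ACh-normalized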
CHRM5 agonist: human M5 muscarinic receptor agonists, primary screen, CHO-K1 cells, Fluo-8 calcium fluorescence; CHO-K1 hM5 cells; 0% DMSO wells, 100% maximal acetylcholine response; Muscarinic acetylcholine receptor M5 (Homo sapiens), P08912; 360,000 tested, 0.19% active; AID 624037, 2012; activation, % at 3 µM;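 active = activation above the run's mean over test compounds plus 3 SD, cut at about 23% in these data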;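 note: signal is peak over basal fluorescence ratio across the kinetic read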
CHRM4 PAM: human M4 muscarinic receptor positive allosteric modulators, primary screen, CHO-K1 cells, Fluo-8 calcium fluorescence | activation, % at 3 µM | Muscarinic acetylcholine receptor M4 (Homo sapiens), P08173 | CHO-K1 hM4/Gqi5, ACh EC20; 0% = ACh EC20, 100% = maximal ACh | 360,000 tested, 0.4% active;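 active = activation above its plate's cutoff, the mean activation of sample wells plus 3 SD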; note: some results filed as inactive read as strong as hits
Target sequence (P08173 whole entry, looked up): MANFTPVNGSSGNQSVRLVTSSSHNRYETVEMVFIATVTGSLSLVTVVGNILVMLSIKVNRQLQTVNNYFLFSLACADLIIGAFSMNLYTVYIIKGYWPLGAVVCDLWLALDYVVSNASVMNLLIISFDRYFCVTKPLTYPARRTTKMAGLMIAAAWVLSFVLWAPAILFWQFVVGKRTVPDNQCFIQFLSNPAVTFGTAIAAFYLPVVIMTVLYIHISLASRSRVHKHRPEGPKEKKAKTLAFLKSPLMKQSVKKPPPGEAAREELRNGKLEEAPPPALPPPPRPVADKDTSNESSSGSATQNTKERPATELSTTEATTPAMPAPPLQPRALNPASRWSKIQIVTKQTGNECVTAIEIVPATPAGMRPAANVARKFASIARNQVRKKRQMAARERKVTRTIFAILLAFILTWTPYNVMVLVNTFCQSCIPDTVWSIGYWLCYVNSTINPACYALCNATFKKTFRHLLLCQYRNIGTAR
CHRM4 agonist: human M4 muscarinic receptor agonists, primary screen, CHO-K1 cells, Fluo-8 calcium fluorescence; Muscarinic acetylcholine receptor M4 (Homo sapiens), P08173; CHO-K1 hM4/Gqi5; vehicle 0%, full acetylcholine response 100%; activation, % at 3 µM; 360,000 tested, 0.14% active; AID 624127, 2012;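 active = activation above the run mean over all test wells plus 3 SD, cut at about 32% in these data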;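 note: peak over basal fluorescence ratio per well then scaled between controls; 0% = DMSO wells and 100% = acetylcholine at EC100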
CHO-K1 Ca ag: counter-screen for M1 agonists: effect in parental CHO-K1 cells. Fluo-8 calcium fluorescence; scaled to maximal ATP response, vehicle zero. activation, % at 3 µM. 360,000 tested, 0.48% active. AID 602248, 2012; in the data active = activation above about 15%;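 note: untransfected CHO-K1 host cells lacking M1 receptor as counterscreen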
CHO-K1 Ca antag: M1 antagonist counterscreen hit in parental CHO-K1 cells; ATP-induced calcium, Fluo-8 fluorescence; inhibition, % at 3 µM; 360,000 tested, 0.6% active;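 active = inhibition above a per-plate cutoff, the plate's mean sample inhibition plus 3 SD, cut at about 24% in these data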;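 note: 0% = DMSO plus EC80 ATP and 100% = DMSO alone without ATP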
M4 antag: human M4 muscarinic receptor antagonists, primary screen, CHO cells, Fluo-8 calcium fluorescence; 360,000 tested, 0.73% active; inhibition, % at 3 µM; CHO-hM4 cells, ACh EC80; Muscarinic acetylcholine receptor M4 (Homo sapiens), P08173;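 active = inhibition above its plate's cutoff, the mean inhibition of sample wells plus 3 SD, cut at about 27% in these data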;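 note: 0% = acetylcholine EC80 with DMSO and 100% = DMSO without agonist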
M1 PAM parental: nonselective calcium activators in parental CHO-K1 cells, primary screen, counter-screen for M1 PAM project, cell-based, Fluo-8 calcium fluorescence, full deck, 1536-well; ATP EC20; 0% at ATP EC20, 100% at ATP max; activation, % at 3 µM; 360,000 tested, 0.02% active; AID 602247, 2012;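 active = activation above the run cutoff, the mean activation of all test compounds plus 3 SD, cut at about 40% in these data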;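 note: peak over basal fluorescence ratio in a 140 s read after ATP addition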
CHRM5 antagonist: human M5 muscarinic receptor antagonists, primary screen, CHO cells, Fluo-8 calcium fluorescence; CHO-hM5 cells, ACh EC80; inhibition, % at 3 µM; 360,000 tested, 0.59% active; Muscarinic acetylcholine receptor M5 (Homo sapiens), P08912;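 active = inhibition above a per-plate cutoff, the mean of that plate's test compounds plus 3 SD, cut at about 27% in these data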;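 note: 0% = acetylcholine EC80 with DMSO and 100% = DMSO without agonist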
Numbers without * were called inactive.

SMILES	M5 PAM	CHRM5 agonist	CHRM4 PAM	CHRM4 agonist	CHO-K1 Ca ag	CHO-K1 Ca antag	M4 antag	M1 PAM parental	CHRM5 antagonist
Cc1[nH]c2ccccc2c1C1=NNC(=Nc2ccc(F)cc2)SC1	3	-2	3	0	0.2	-12	-3	14	-12
COc1cc(OC)cc(C2=Cc3ccccc3C(CC(=O)c3ccco3)N2c2ccc(-c3cnc(OC)nc3)cc2)c1 (stereo unspecified)	-3	2	4	1	0.2	-20	-7	-10	-2
CN(CC(=O)Nc1cccc(F)c1)CC(=O)Nc1cccc(S(=O)(=O)N(C)c2ccccc2)c1	-34	2	-4	15	11	-8	-1	8	26
Cc1noc(C)c1C(=O)N1CCC(C(=O)c2ccccc2)CC1	3	3	4	2	2.1	-11	-9	25	-3
CC(=O)N=c1sc2cc(C)ccc2n1C	3	0	-8	0	0.2	-9	9	0	0
Cc1ccnc(NS(=O)(=O)c2ccc(NS(=O)(=O)Cc3ccccc3)cc2)n1	0	-2	0	0	1.4	0	0	17	5
O=C(N=C1SC2CS(=O)(=O)CC2N1c1ccc(F)cc1)C1CCCCC1 (stereo unspecified)	1	-2	1	0	0.4	-11	0	1	-3
Cc1cc(/C=C/C(=O)O)c(C)n1-c1ccc(Cl)cc1	6	-3	11	1	0.1	-14	-5	-2	1
CCOC(=O)C1CCCN(C(=O)C2CCN(S(=O)(=O)c3cccs3)CC2)C1 (stereo unspecified)	-11	-2	1	3	0.9	-9	10	14	-4
O=C(Nc1ccccc1)C1=C(O)CC(c2ccco2)CC1=Nc1ccccc1 (stereo unspecified)	4	-4	-3	0	1.1	9	5	7	1
CCOC(=O)Cn1nc(C)c(NC(=O)CCc2ccc(OC)cc2)c1C	0	1	11	1	17*	-7	-8	16	-5
CC(=O)Cn1cnc2c(sc3nc(C)cc(C)c32)c1=O	4	-3	13	1	0.7	-10	-12	25	12
Cc1cccc(CCNC(=O)C2CCN(S(=O)(=O)c3c(C)nn(C)c3C)CC2)c1	-2	-4	0	2	0.6	-6	3	20	2
CCOC(=O)c1c(-c2ccccc2)oc2ccc(O)cc12	-5	-1	3	0	-0.1	8	2	-2	6
CCC(=O)c1ccc(OCC(O)CN2CCN(c3cccc(C(F)(F)F)c3)CC2)cc1 (stereo unspecified)	-11	-2	-4	7	1.8	6	-3	-7	-6
O=C(Cc1ccc(NC(=O)C2CCCN(C(=O)CCc3ccccc3)C2)cc1)Nc1ccc(C(=O)N2CCOCC2)cc1 (stereo unspecified)	-4	-1	-4	-1	0.7	-14	-4	21	8
CCSc1nnc(NC(=O)CSC2=NCCS2)s1	3	4	9	1	0.8	-7	7	9	0
CCCCCCCCCCS(=O)(=O)N/N=C/c1ccccc1OC	3	-2	0	0	-0.6	2	5	-11	-3
COc1ccc(C(=O)NCCCNC(=O)c2ccc(C)nc2)cc1	0	-1	-4	-1	2.1	-15	10	-8	7
Cc1nc(OCc2c(C)noc2C)c2ccccc2n1	-1	-3	-7	1	0.1	10	3	8	-8
CN1c2ccsc2/C(=N/Nc2ccc(F)cc2)CS1(=O)=O	0	1	-2	10	3.7	-5	-7	21	13
CSc1ccccc1-c1nc(-c2ccncc2)no1	1	-7	-1	0	-0.5	-4	5	-8	16
CCN(CC)S(=O)(=O)c1cc(NS(=O)(=O)c2ccc(Cl)c(C(=O)O)c2)ccc1C	-4	-2	-4	0	0.5	-10	1	21	-2
COc1ccc(NS(=O)(=O)c2ccc(C)c(C(=O)NNC(=O)c3csc(N4CCOCC4)n3)c2)cc1	2	-3	8	1	0.8	-2	-7	16	-4
O=c1c2ccccc2nc2sc(Nc3cccc(Cl)c3)nn12	20*	6	-1	1	0.2	-4	7	6	-15
Remaining list, next part
SMILES	M5 PAM	CHRM5 agonist	CHRM4 PAM	CHRM4 agonist	CHO-K1 Ca ag	CHO-K1 Ca antag	M4 antag	M1 PAM parental	CHRM5 antagonist
CSCC[C@H](NC(=O)[C@@H]1Cc2c([nH]c3ccccc23)C2c3ccccc3C(=O)N21)C(=O)NCC1CCCO1 (stereo partly specified)	-3	0	1	0	-0.3	3	-4	-10	6
CCOC(=O)c1cc(-c2ccccc2)sc1NC(=O)c1cc(OC)c(OC)c(OC)c1	0	-3	-3	1	0.7	-1	12	19	0
CCCc1cc(C(=O)NCCc2ccc(OC)c(OC)c2)no1	0	0	-1	0	0.0	1	-7	8	-4
CCCCc1c(O)nc(SCC(=O)O)[nH]c1=O	1	-1	-3	1	0.4	1	-4	13	7
CCN(CC)c1ccc(S(=O)(=O)Nc2cc(Cl)ccc2Cl)cc1NC(=S)NC(=O)C1CCCC1	-11	-6	-11	-1	0.0	15	4	-12	1
O=C(/C=N/NC(=O)c1ccccc1Br)c1ccccc1	2	0	-5	3	1.9	-3	-10	-5	9
CCn1c2ccccc2c2cc(C3N=C(N)Nc4nc5ccccc5n43)ccc21 (stereo unspecified)	-5	-3	-4	1	0.6	-9	0	15	10
Cc1ccc(-n2ncc3c2CCCC3NC(=O)CCc2cnn(C)c2)cc1C (stereo unspecified)	-3	-5	-2	2	0.9	-2	-5	7	-6
O=C(NCC1CCCO1)c1nn2c(C(F)(F)F)cc(-c3ccc(Br)o3)nc2c1Br (stereo unspecified)	-2	-3	-4	4	1.2	-7	-12	9	12
O=C(NCc1ccccc1Cl)C1(S(=O)(=O)c2ccc(Cl)cc2)CC1	11	-7	-7	0	-0.3	-14	0	10	3
CCn1nnc(-c2ccccc2NC(=O)c2cc(OC)c(OC)c(OC)c2)n1	-7	1	-4	2	1.1	-25	1	10	11
CCOc1ccc(N(Cc2cc3cc(OC)ccc3[nH]c2=O)C(=O)C2CCCO2)cc1 (stereo unspecified)	5	0	7	5	1.7	-4	-8	15	-5
Cc1ccc(-n2c(SCC(=O)Nc3cc(S(=O)(=O)N4CCOCC4)ccc3Cl)nc3ccccc3c2=O)cc1	8	0	-3	1	-0.4	-3	2	-5	-9
O=C(NNC(=O)NC1CCCCC1)NC1CCCCC1	-1	2	1	1	0.8	-25	-10	21	7
S=C(N/N=C/c1ccc(Cl)cc1)N1CCOCC1	1	-1	5	1	0.1	-6	-7	16	-2
O=C(NC12CC3CC(CC(C3)C1)C2)N1CCN(c2ncccn2)CC1	6	-6	-6	1	0.3	4	-2	-8	7
CN(C)S(=O)(=O)c1ccc(N2CCCC2)c(C(=O)NNC(=O)COc2ccccc2Cl)c1	3	2	2	3	-0.2	13	-9	-31	-1
CN(C)c1nc(N)nc(-c2ccco2)n1	-2	-1	0	1	0.0	-10	0	13	-3
OCCOCCn1c2ccccc2c2ccccc21	16	-1	15	2	0.3	-9	18	16	4
Cc1ccc(C)c(-n2c(Cc3cc(=O)[nH]c(=O)[nH]3)nnc2SCC(=O)NCc2ccco2)c1	-1	0	-2	1	0.0	8	2	5	-2
COc1ccc(-c2nc(SC(C)C(=O)NCC3CCCO3)n[nH]2)cc1 (stereo unspecified)	-8	3	5	3	0.0	2	-7	-27	5
COc1ccc([N+](=O)[O-])cc1NS(=O)(=O)c1cc(C(=O)NCc2cccnc2)ccc1Cl	5	1	-4	1	-0.1	-1	7	-14	-7
CCOC(=O)c1c(CSc2ccccc2)n(C)c2ccc(O)c(CN3CCOCC3)c12	2	5	3	2	3.7	-10	0	13	1
O=C(CC(=O)NN=Cc1ccc2c(c1)CCC2)NN=Cc1ccc2c(c1)CCC2	3	5	4	0	0.4	-9	-8	3	0
COc1ccc(Cl)cc1NC(=O)c1nnn(CC(=O)Nc2ccc(OC)c(OC)c2)c1N	-5	-3	-2	0	0.0	-12	-1	-3	13

4 compounds from above, ordered by heavy-atom count, low to high:
SMILES	M5 PAM	CHRM5 agonist	CHRM4 PAM	CHRM4 agonist	CHO-K1 Ca ag	CHO-K1 Ca antag	M4 antag	M1 PAM parental	CHRM5 antagonist
CCCCc1c(O)nc(SCC(=O)O)[nH]c1=O	1	-1	-3	1	0.4	1	-4	13	7
S=C(N/N=C/c1ccc(Cl)cc1)N1CCOCC1	1	-1	5	1	0.1	-6	-7	16	-2
O=C(NC12CC3CC(CC(C3)C1)C2)N1CCN(c2ncccn2)CC1	6	-6	-6	1	0.3	4	-2	-8	7
CSCC[C@H](NC(=O)[C@@H]1Cc2c([nH]c3ccccc23)C2c3ccccc3C(=O)N21)C(=O)NCC1CCCO1 (stereo partly specified)	-3	0	1	0	-0.3	3	-4	-10	6

New compounds follow.
SMILES	M5 PAM	CHRM5 agonist	CHRM4 PAM	CHRM4 agonist	CHO-K1 Ca ag	CHO-K1 Ca antag	M4 antag	M1 PAM parental	CHRM5 antagonist
CC(CCc1ccc(O)cc1)N1CCC(Oc2ccc(C(=O)N3CCCC3)cc2)CC1 (stereo unspecified)	-14	-7	-15	0	1.0	-7	20	0	13
Cc1ccc(NC(=O)CSCC(=O)N(C)CC(=O)Nc2cccc3ccccc23)cc1	-2	-2	-2	3	0.7	-8	-9	23	3
N#Cc1ccc(S(=O)(=O)N2CCN(c3ncccn3)CC2)cc1	-7	-1	-5	0	0.6	-1	4	-10	13
CN1C(=O)c2cccc3c(N(C)C)ccc(c23)C1=O	-10	41*	-6	15	23*	9	11	9	21
N/C(=N\OC(=O)c1cccc(F)c1)c1ccccc1	-7	-2	5	0	0.8	-4	5	18	5
CCCC(C)C(=O)Nc1ncc(S(=O)(=O)c2ccc([N+](=O)[O-])cc2)s1 (stereo unspecified)	-4	49*	-7	67*	36*	14	11	6	10
C#CCSc1nc2sc3c(c2c(=O)n1C)CCC3	8	-2	-1	1	0.1	14	10	-4	-1
COc1ccc(-c2nc3ccccc3c(=O)n2CCN2CCOCC2)cc1	-4	-1	12	2	1.5	-13	3	20	1
CC(NC(=O)Nc1ccc(F)cc1)C(c1cccs1)N1CCCC1 (stereo unspecified)	3	-3	0	1	2.8	-8	4	24	1
COc1ccc(-c2ccc(=O)n(Cc3ccc([N+](=O)[O-])cc3)n2)cc1	-2	10	-10	6	6.3	-10	-12	6	2
Cc1ccc(CSc2nnc(C)c(=O)[nH]2)cc1	10	-7	13	1	1.6	2	1	1	-8
COc1cc(OC)cc(C(=O)NC2CCCN(Cc3ccc(Cl)cc3)C2)c1 (stereo unspecified)	1	-3	-4	1	-0.3	-7	-1	5	-2
O=C(Nc1ccccc1NC(=O)C1CCCO1)c1ccco1 (stereo unspecified)	-3	0	12	1	6.0	-1	-2	24	5
O=c1cc(N2CCN(c3ccc(F)cc3)CC2)[nH]c(=O)n1Cc1ccc(F)cc1	-4	2	-4	2	0.4	4	-3	6	-4
CCN(CC)CCNC(=O)Cn1cnc2sc(C)c(S(=O)(=O)N3CCN(c4ccccc4OC)CC3)c2c1=O	3	0	-3	0	0.9	-8	6	5	5
COc1ccc(NC(=O)CSc2nc(O)cc(=O)n2-c2ccc(OC)cc2)cc1	4	-2	-1	2	1.8	-5	9	2	-2
COc1ccc(CNC(=O)CCCN2C(=O)c3ccccc3C2=O)cc1	5	1	-3	2	-0.2	17	-3	8	-2
CC(=O)Nc1cccc(C(=O)OC2CCOC2=O)c1 (stereo unspecified)	1	-2	1	1	0.4	-1	7	-6	7
